# FXN GAA850 act: frataxin GAA850 promoter activation | HEK293 lucGAA850 FXN promoter luciferase reporter, 24 h; percent of 10 µM SAHA response | activation, % at 6 µM | hit rate 0.56% among 360,000;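 active = activation above the average of all compounds screened plus 3 SD, cutoff fixed separately per campaign, cut at about 7.5% in these data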;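 also: 0% = DMSO wells and 100% = 10 µM SAHA wells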
# PLCb3 inh: PLC-beta3 (human) inhibition, primary screen | Q01970 | Purified PLC-beta3, fluorogenic substrate, fluorescence | inhibition, % at 12.2 µM | hit rate 0.18% among 370,000; in the data active = inhibition above about 11%;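 also: 0% = median of compound wells on plate and 100% = full blocker control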
# ADAM10 inh: inhibitors of human ADAM10. AID 720582. hit rate 0.62% among 370,000. inhibition, % at 7 µM. recombinant ADAM10, EDANS/DABCYL FRET peptide cleavage, 3 h;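 active = inhibition above a per-campaign cutoff equal to the mean of compounds falling between control-based bounds plus 3 SD, cut at about 20% in these data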;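 also: 0% = DMSO wells while the 100% control is not disclosed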
# Target sequence (O14672 214-748 limits assumed): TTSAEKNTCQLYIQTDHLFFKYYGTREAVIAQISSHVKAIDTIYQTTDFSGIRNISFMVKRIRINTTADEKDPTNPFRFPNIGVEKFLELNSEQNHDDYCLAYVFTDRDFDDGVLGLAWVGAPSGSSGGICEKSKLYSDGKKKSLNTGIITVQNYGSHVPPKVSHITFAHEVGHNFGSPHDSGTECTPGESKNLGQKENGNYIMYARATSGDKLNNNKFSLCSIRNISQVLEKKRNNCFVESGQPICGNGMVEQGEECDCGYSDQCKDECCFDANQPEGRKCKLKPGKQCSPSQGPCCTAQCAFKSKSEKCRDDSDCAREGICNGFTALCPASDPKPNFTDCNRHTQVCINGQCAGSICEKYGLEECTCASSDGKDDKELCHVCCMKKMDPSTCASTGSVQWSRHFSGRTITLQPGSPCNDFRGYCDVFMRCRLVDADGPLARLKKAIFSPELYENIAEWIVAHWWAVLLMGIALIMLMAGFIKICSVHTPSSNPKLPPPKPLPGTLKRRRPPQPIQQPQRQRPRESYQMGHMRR
# DAX1 inh-1: inhibitors of DAX1 repression of SF-1 activated StAR promoter | HEK293T StAR-luciferase reporter, SF-1/DAX-1 repression relief | inhibition, % at 6.8 µM | hit rate 1.1% among 370,000 | AID 652010;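 active = inhibition above the mean over all tested compounds plus 3 SD, cut at about 3.6% in these data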;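 also: 0% = DAX-1 cells with DMSO and 100% = cells lacking DAX-1 with DMSO; higher inhibition means more luminescence from relief of DAX-1 repression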
# PLCg1 inh: inhibitors of human phospholipase C gamma1 | P19174 | AID 720700 | purified PLC-gamma1, fluorogenic substrate, fluorescence | hit rate 0.84% among 370,000 | inhibition, % at 12.2 µM; in the data active = inhibition above about 9.5%
# hgDAF-12 ag: activates the H. glycines DAF-12 receptor ligand-binding domain; AID 687014; HEK293 GAL4-hgDAF12 UAS-luciferase reporter, agonist luminescence; normalized to butyrate control; activation, % at 6.8 µM; hit rate 1.8% among 370,000;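 active = activation above a cutoff set at the mean of all screened compounds plus 3 SD, cut at about 10% in these data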;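 also: 0% = DMSO wells and 100% = sodium butyrate wells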
# ADAM17 inh: inhibitors of human ADAM17 | P78536 | recombinant ADAM17, EDANS/DABCYL FRET peptide cleavage | inhibition, % at 6.95 µM | hit rate 0.83% among 370,000 | AID 720648;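 active = inhibition above the mean of compounds lying between control limits plus 3 SD, set per campaign, cut at about 8.5% in these data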;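 also: 0% = DMSO-only wells as the low control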
# HGIII-sPLA2 inh: Blocks human group III sPLA2 activity. QFRET BODIPY PC-A2 liposome hydrolysis, fluorescence. inhibition, % at 12.2 µM. hit rate 0.56% among 370,000;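 active = inhibition above mean plus 3 SD of compounds lying within the high and low control bounds, cut at about 19% in these data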;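 also: 0% = median of test compound wells and 100% = no enzyme DMSO wells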
# Target sequence (Q9NZ20 whole entry, looked up): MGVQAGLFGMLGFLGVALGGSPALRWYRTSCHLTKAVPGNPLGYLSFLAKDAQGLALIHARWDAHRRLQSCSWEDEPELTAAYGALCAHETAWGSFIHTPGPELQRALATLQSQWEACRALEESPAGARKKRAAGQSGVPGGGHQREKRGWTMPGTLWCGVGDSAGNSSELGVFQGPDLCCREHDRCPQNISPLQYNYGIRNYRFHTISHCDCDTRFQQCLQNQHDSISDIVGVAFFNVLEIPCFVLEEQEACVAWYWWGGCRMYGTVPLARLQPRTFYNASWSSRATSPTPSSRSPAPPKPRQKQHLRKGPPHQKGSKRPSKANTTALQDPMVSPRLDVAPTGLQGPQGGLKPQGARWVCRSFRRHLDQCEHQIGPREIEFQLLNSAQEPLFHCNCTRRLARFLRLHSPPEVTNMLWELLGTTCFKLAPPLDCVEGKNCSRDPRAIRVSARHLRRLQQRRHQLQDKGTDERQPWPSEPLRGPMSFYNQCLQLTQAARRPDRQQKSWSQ
# DAX1 inh-2: inhibitors of human orphan nuclear receptor DAX1 (NR0B1) | AID 504766 | P51843 | hit rate 0.99% among 340,000 | inhibition, % at 6.75 µM | HEK293 Gal4-DAX1 luciferase reporter, luminescence;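 active = inhibition above the mean over all tested compounds plus 3 SD, cut at about 4.2% in these data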;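 also: 0% = DAX1-transfected cells with DMSO and 100% = empty-vector control cells with DMSO; inhibition shows as a rise in luminescence from relieved DAX1 repression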
# hcDAF12 agonist: H. contortus DAF-12 activation, primary screen; hit rate 1.4% among 370,000; activation, % at 6.8 µM; HEK293 hcDAF-12 lit1-tk-luc reporter, luminescence; 0% DMSO, 100% Δ7-dafachronic acid;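 active = activation above the mean of all tested compounds plus 3 SD, cut at about 5.5% in these data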;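 also: 100% = response to 3 µM Δ7-dafachronic acid high control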
# ssDAF-12 act: S. stercoralis DAF-12 activation, primary screen; HEK293 ssDAF-12/GRIP1 lit1-tk-luc reporter, luminescence; % of 3 µM dafachronic acid response; activation, % at 6.8 µM; hit rate 1% among 370,000; AID 652126;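 active = activation above the mean over all tested compounds plus 3 SD, cut at about 0.9% in these data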;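 also: 0% = DMSO-only wells and 100% = 3 µM delta7-dafachronic acid wells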
# * marks the source's active call; other numbers are inactive results; i = inactive; / = no result given. No enrichment for hits; overall some 6.9% were active at least once.
SMILES,FXN GAA850 act,PLCb3 inh,ADAM10 inh,DAX1 inh-1,PLCg1 inh,hgDAF-12 ag,ADAM17 inh,HGIII-sPLA2 inh,DAX1 inh-2,hcDAF12 agonist,ssDAF-12 act
O=c1[nH]cc(N=Cc2cc(Cl)cc(Cl)c2O)c(=O)[nH]1,-1.7,-11,-66,0.3,-2,-0.8,-4,1,-0.3,-0.8,-0.8
COc1ccc(NC(=O)CC2C(=O)N(C)C(=S)N2Cc2ccco2)cc1 (stereo unspecified),0.1,3,8,-0.5,2,1.2,0,-29,-0.9,0.3,-0.7
CN(C)S(=O)(=O)c1ccc(NC(=O)c2cc(-c3cccs3)nc3ccccc23)cc1,-4.7,-289,-203,-2.8,-248,-2.9,-59,-17,-2.9,-3.4,-1.5
O=C(CCS(=O)(=O)c1ccccc1)Nc1ccc2c(c1)C(=O)NC2=O,0.9,-470,-475,-0.3,-339,0.8,-172,1,3.0,-1.1,-1.1
O=C(Nc1nnc(C2=COCCO2)o1)c1cccc(Br)c1,0.4,-9,1,-0.4,-2,0.6,-2,-5,-0.4,-1.7,-0.9
Nc1nonc1-n1nnc(C(=O)N/N=C/c2ccccc2Cl)c1CSc1ccccc1,0.7,-4,0,0.3,3,1.4,0,-8,/,-0.1,-1.4
CSCCC(NS(=O)(=O)c1ccc2c(c1)Cc1cc(S(=O)(=O)NC(CCSC)C(=O)O)ccc1-2)C(=O)O (stereo unspecified),1.8,-3,-7,-0.2,6,1.5,-3,8,0.4,0.4,-0.8
O=C(Cc1ccccc1[N+](=O)[O-])NCCc1ccc(F)cc1,1.9,-7,1,-0.3,0,-0.4,4,-1,0.8,0.9,5.1*
CC[C@H](C)[C@@H]1NC(=O)c2cc([N+](=O)[O-])cc(F)c2NCCCC[C@@H](C(N)=O)NC(=O)[C@H](CCCCN)NC1=O,3.1,2,9,-0.2,0,1.1,4,-8,0.6,-0.8,-1.0
CC(=O)C1=CCC(c2ccco2)N(S(=O)(=O)c2ccc(C)cc2)C1 (stereo unspecified),/,1,3,-2.1,2,-3.3,3,-9,/,-0.5,-1.3
CCOc1ccc(-n2cc(C(=O)c3cc(Cl)ccc3O)cc(C#N)c2=O)cc1,1.4,-40,-2,-0.5,-39,0.2,-7,-20,-0.1,-1.6,-1.2
C/C(=C\c1ccccc1)C(=O)Nc1nccs1,3.2,0,6,1.2,1,16*,-13,2,2.5,3.9,0.8
Cc1cc(Br)ccc1NC(=O)CN(C)C(=O)CCSc1ccc(F)cc1,1.6,-6,-3,-0.7,2,-1.3,1,-8,1.3,-1.0,-1.4
CC1(C)NC(=O)N(CCOc2ccc([N+](=O)[O-])cc2)C1=O,0.8,6,-5,-0.2,3,-1.7,0,-3,1.5,-2.4,-1.6
Cc1cc2ccccn2c1C(=O)c1ccccc1F,0.6,-12,13,-0.9,-4,3.7,-2,9,0.1,-1.0,-0.9
CC(=O)c1cccc(NC(=O)N2CCCC2C(=O)NCCC(C)C)c1 (stereo unspecified),1.5,-1,0,-0.8,0,-1.0,-4,0,0.5,0.9,-1.0
Cc1cccnc1NC(=O)CN1C(=O)c2ccccc2S1(=O)=O,-0.1,2,-6,1.0,6,-1.7,6,6,0.5,0.8,-1.1
COC(=O)C1=C(C)NC(=O)/C1=C\c1cc(C)n(-c2cc(C)cc(C)c2)c1C,-1.9,-44,-8,-0.3,-40,1.2,-2,-5,-0.5,1.5,-1.5
CCN(CC)C(=O)c1ccccc1NC(=O)c1cccc(S(=O)(=O)N(CC)CC)c1,1.4,5,-6,0.3,4,-2.5,1,2,-1.2,-1.2,-1.0
C=CCNC(=O)C12CCC(C)(C(=O)[C@H]1Br)C2(C)C (stereo partly specified),-1.4,-8,5,0.1,1,0.0,0,-1,6.9*,1.1,-0.3
COc1ccc(/C=C/C(=O)N(C)C2CCCCC2)cc1Br,5.2,-5,2,0.5,4,5.5,-1,2,2.6,-1.3,-1.4
O=C(CC1CCCC1)N[C@H](C(=O)N1CCC[C@H]1C(=O)NCc1ccccc1)c1ccccc1,/,6,-8,-0.7,3,-3.3,0,0,/,-0.5,-0.8
Cc1c(O)ccc2c(CN(C)Cc3ccccc3)cc(=O)oc12,0.6,i,i,-0.9,i,-0.5,-240,-19,0.0,-2.0,-2.2
CCOC(=O)c1cnn(-c2ccccc2)c1NC(=O)CN1CCOCC1,1.3,-4,-1,0.4,-2,-2.3,0,-7,2.6,0.6,-1.2
Cc1nn(-c2ccc(F)cc2F)c(=O)c2noc(C)c12,0.7,-3,-10,0.1,2,-1.5,-3,13,-0.8,1.3,-1.6
CC(=O)Nc1ccc(NC(=O)CSc2nc3nc(-c4cccs4)cc(C(F)(F)F)c3c(=O)[nH]2)cc1,1.5,-19,-70,-1.6,-14,0.9,-31,-9,-1.1,-0.7,-0.7
Cn1c(C(O)c2ccccc2F)nc(Cl)c1Cl (stereo unspecified),-3.7,1,0,-0.1,0,-0.1,-4,0,0.5,-1.7,-1.3
O=S1(=O)CC2c3ccccc3CN2CN1Cc1ccc(F)cc1 (stereo unspecified),/,-11,-1,-0.1,-9,0.0,0,3,/,-0.3,0.4
N#C/C(=C\c1ccc([N+](=O)[O-])cc1)c1ccccn1,1.5,2,5,-1.3,3,6.4,1,1,2.4,0.1,-1.0
COc1ccc(/C=C/C(=O)Nc2cc(S(=O)(=O)N3CCOCC3)ccc2OC)cc1,-0.7,0,-12,-0.6,3,3.6,-2,2,-1.9,-0.6,-0.9
COc1cc2cc(C(c3nnnn3C3CCCC3)N3CCCCC3)c(=O)[nH]c2cc1OC (stereo unspecified),0.1,-9,-28,-0.7,-10,-0.9,-12,-1,2.4,-0.4,-1.3
Fc1ccc(-n2c(=S)[nH]c3cccnc32)cc1,0.6,-4,-3,0.0,-1,-1.8,-3,3,1.2,-0.4,-0.9
CC1(c2nnnn2-c2ccc3c(c2)OCCO3)CCC(=O)N1CC1CCCCC1 (stereo unspecified),/,-2,1,-0.2,2,0.6,-4,-3,/,1.3,-0.8
O=C1CCCN1CCCNC(=S)Nc1ccc(F)c(Cl)c1,2.5,-5,7,-0.1,0,1.1,-2,1,0.0,0.7,-1.9
Cc1cc(=O)[nH]c(SCCc2ccccc2)n1,1.9,-4,-2,0.0,1,3.0,0,-3,0.2,-1.1,-1.1
CCCOc1ccc(CCc2n[nH]c(=S)n2Cc2ccccc2)cc1,0.5,1,17,0.3,2,-0.5,6,-7,1.3,-1.8,-1.4
CNc1ncnc2c1ncn2[C@@H]1O[C@H](CO)[C@@H](O)[C@H]1O,-1.8,3,4,-0.2,2,0.7,-2,2,-0.7,-1.7,-1.1
COc1cccc(C(=O)OCC(=O)NCCCc2ccccc2)c1,-1.4,-11,-7,-0.3,-4,2.1,-3,-6,-0.8,-0.5,-1.0
C=C(C)Cn1c(SCC(=O)O)nnc1-c1ccc(C(C)(C)C)cc1,-0.5,-3,3,-0.1,3,1.4,-1,-8,-0.4,-1.6,-0.6
C=CCN(C)CC#Cc1ccc(F)cc1,/,0,-5,0.9,1,-2.8,-2,13,/,0.3,-1.4
CC(CN1CCOCC1)OC(=O)c1ccccc1Br (stereo unspecified),-1.4,8,0,0.5,0,-1.0,0,15,-1.0,0.8,-1.5
Nc1nc(SCC(=O)N2CCCCCC2)[nH]c(=O)c1NC(=O)c1ccco1,-1.3,-5,-4,0.9,-1,0.7,-1,2,0.6,0.5,-0.4
CN(C)S(=O)(=O)c1cc(NC(=O)COC(=O)Cc2ccc(Cl)cc2Cl)ccc1Cl,3.3,1,10,-0.1,1,0.9,5,-26,0.5,0.0,-1.1
COC(=O)c1cccc(NC(=S)Nc2cccc(Cl)c2C)c1,1.9,1,2,-0.2,-3,-4.6,-2,6,0.8,-2.7,-0.9
CCOC(=O)c1sc(NC(=O)C(C)Sc2nc(N)cc(=O)[nH]2)nc1C (stereo unspecified),2.0,-3,-4,0.3,-1,-0.3,-3,9,-0.7,-0.9,-1.4
NC(=O)c1c(NC(=O)CSc2nnc(-c3ccccc3)n2CC2CCCO2)sc2c1CCC2 (stereo unspecified),-1.3,-6,-1,-1.4,-7,-0.6,0,2,-1.7,-1.5,-1.3
Nc1nc2c(s1)C(=O)CCC2,-1.1,0,0,-0.6,3,1.6,-3,4,-0.2,-0.3,-0.7
COc1ccc(CC(=O)NCC(=O)N/N=C/c2ccc(C)o2)cc1,1.2,-1,-2,0.2,0,-0.8,-3,-4,0.4,0.2,0.3
CC1CCN(c2c(NCc3ccc(C(=O)N(C)C4CCCCC4)cc3)c(=O)c2=O)CC1,1.5,-4,-1,0.0,2,-1.0,-2,0,-0.1,-1.6,-1.1
Cc1ccc(OCC(=O)Nc2cccc(-c3nnc(-c4ccccc4)o3)c2)c(C)c1,-0.7,6,1,-0.4,1,2.3,0,1,0.2,1.1,-1.5
O=C(/C=C/c1ccc2ccccc2n1)N1CCN(S(=O)(=O)c2ccccc2F)CC1,-1.8,-8,-5,-1.9,2,-3.1,0,-10,-1.1,-3.2,-2.6
C[C@]12c3[nH]c4ccc(Cl)cc4c3CCN1C(=O)[C@@H](CC(=O)NCCc1ccccn1)C[C@@H]2C(=O)N1CCCCC1,-3.7,-1,2,-0.3,3,-0.3,2,-6,-1.4,-2.9,-1.4
CCOC(=O)c1c(NC(=O)CSc2nnc3c(n2)[nH]c2ccccc23)sc2c1CCN(C)C2,0.5,-14,-16,-0.9,-9,-1.1,-9,-13,0.0,0.9,-1.1
CC(=O)C(Sc1ccc2nnc(-c3ccc(C)cc3)n2n1)C(C)=O,0.6,-133,-56,-0.7,-124,0.2,-12,-36,0.4,-1.0,-2.1
CN(C)N1C(N)=C(C#N)C(c2ccc(Br)cc2)C2=C1CC(C)(C)CC2=O (stereo unspecified),0.9,-1,-10,0.2,8,-1.1,6,-5,-0.3,-1.3,-1.5
CCn1c(COc2cccc(OC)c2)nnc1SCC(=O)Nc1cccc(OC)c1,-2.1,0,3,-0.1,3,-0.4,2,-26,1.4,-2.2,-2.0
COCCCNC(=O)CCC(=O)NNc1nc2ccccc2c2nc(-c3ccccc3)nn12,2.5,3,2,-0.2,2,2.8,1,-1,-1.6,0.8,-0.6
CCCN(CC(=O)Nc1ccccc1OC)C(=O)CSC(=S)N1CCCC1,0.9,-2,-9,0.2,4,-6.5,1,3,1.7,-0.3,-1.9
COc1ccc(-c2nc(C(F)(F)F)c(OC)o2)cc1OC,2.0,3,5,-0.8,1,-1.2,2,-4,-0.5,-1.6,-1.9

# High-throughput results: PubChem, The Scripps Research Institute Molecular Screening Center
